Assay outcomes from PubChem BioAssay.
NSD2 inh = NSD2 (human) methyltransferase inhibition. NSD2 peptide methylation, AlphaScreen, 120 min. AID 743445. inhibition, % at 12.5 µM. actives 0.54% (n = 310,000); in the data active = inhibition above about 50%
SR-BI DiI inh = mouse SR-BI HDL lipid transfer inhibition; Q61009; actives 0.96% (n = 320,000); ldlA[mSR-BI] CHO cells, DiI-HDL uptake fluorescence, 3 h; inhibition, % at 12.5 µM; AID 488896;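 active = mean replicate inhibition of at least 70% and a set share of replicates each scoring 70 or more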;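 also: 0% = median of neutral control wells and 100% = median of positive control wells; values of inactives mirror those of a sister screen read the other way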
Target sequence (Q61009 whole entry, looked up): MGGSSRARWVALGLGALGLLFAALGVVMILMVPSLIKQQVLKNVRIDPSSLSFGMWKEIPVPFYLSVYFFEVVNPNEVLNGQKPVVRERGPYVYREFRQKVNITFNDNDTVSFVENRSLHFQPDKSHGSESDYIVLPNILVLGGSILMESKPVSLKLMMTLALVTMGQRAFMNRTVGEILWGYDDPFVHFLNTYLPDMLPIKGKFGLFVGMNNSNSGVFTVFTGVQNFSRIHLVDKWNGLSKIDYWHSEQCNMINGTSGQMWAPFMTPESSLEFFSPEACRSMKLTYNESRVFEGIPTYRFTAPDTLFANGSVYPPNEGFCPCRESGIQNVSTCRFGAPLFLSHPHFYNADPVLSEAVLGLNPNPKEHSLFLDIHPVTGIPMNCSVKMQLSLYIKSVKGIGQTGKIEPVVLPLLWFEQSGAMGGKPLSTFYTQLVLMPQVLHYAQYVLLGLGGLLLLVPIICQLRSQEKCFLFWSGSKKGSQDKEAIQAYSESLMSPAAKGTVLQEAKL
Arrestin-AP2 inh = blocks beta-arrestin peptide binding to AP2 adaptin. FITC-arrestin peptide / GST-AP2 beads, flow cytometry; AP2 beta2 appendage carries R879A mutation. inhibition, % at 10 µM. AID 504490. actives 0.31% (n = 340,000);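 active = inhibition above a set limit, near 3 SD of compounds lacking own fluorescence, cut at about 54% in these data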;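 also: plate controls were DMSO wells for no effect and 5 µM unlabelled arrestin peptide for full effect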
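System: GST-AP2 R879A glutathione beads; medium: PBS, Tween 20 0.05%, BSA 0.1%; reagent: fluorescein-tagged arrestin peptide at 50 nM final; schedule: pre-incubation 12 min, peptide binding 1 h, room temperature; detection: flow cytometry, FL1 (488/535 nm); read-out: inhibition as reduced fluorescein signal on beads, percent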
RTF Ca sens inh = cardiac RTF calcium desensitization; IANBD-labeled cardiac RTF, Ca2+ fluorescence; inhibition, % at 7.15 µM; actives 0.12% (n = 340,000); AID 493244; P19429+P45379;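 active = inhibition above the mean inhibition of all tested compounds plus 3 SD, cut at about 17% in these data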;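 also: assay run at fixed EC70 calcium of 1.6 mM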
PKA-R2B activ = activators of human PKA-R2B complex | P22694+P31323 | PKA-R2B holoenzyme dissociation, Cy5-IP20 fluorescence polarization; R2B truncated from residue 108, S112A mutant; 0% DMSO only, 100% 113 µM cGMP | activation, % at 11.4 µM | actives 0.079% (n = 340,000);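 active = activation above a cutoff set at the mean over all compounds plus 3 SD, cut at about 18% in these data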;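 also: higher means more holoenzyme dissociation and a rise in polarization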
Target sequence (P31323 whole entry, looked up, other chains not shown, the tested form may be a part): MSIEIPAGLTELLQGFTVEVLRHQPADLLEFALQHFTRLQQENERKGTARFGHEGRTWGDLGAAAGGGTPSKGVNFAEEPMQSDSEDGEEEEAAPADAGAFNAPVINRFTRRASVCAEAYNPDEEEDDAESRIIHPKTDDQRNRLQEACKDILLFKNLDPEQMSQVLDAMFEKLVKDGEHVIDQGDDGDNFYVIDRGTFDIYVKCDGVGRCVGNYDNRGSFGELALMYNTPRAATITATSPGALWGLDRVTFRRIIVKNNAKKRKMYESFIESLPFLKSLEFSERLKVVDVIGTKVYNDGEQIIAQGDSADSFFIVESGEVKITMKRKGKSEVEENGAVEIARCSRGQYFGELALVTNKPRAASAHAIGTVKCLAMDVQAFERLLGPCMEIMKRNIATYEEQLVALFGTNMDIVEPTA
DAGLB inhibitor = diacylglycerol lipase beta (human) inhibition | AID 504411 | actives 0.059% (n = 340,000) | HEK293T DAGLB membrane lysate, EnzChek fluorogenic substrate | inhibition, % at 5.17 µM; in the data active = inhibition above about 34%;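 also: 0% = enzyme with vehicle and 100% = wells lacking enzyme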
SR-BI DiI-HDL act = SR-BI HDL lipid transfer activation | CHO ldlA[mSR-BI] cells, DiI-HDL uptake fluorescence, 3 h; 100 = double the neutral-control signal | activation, % at 12.5 µM | actives 0.096% (n = 320,000);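 active = mean replicate activation of at least 60% and every replicate at or above 60%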;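 also: 0% = median plate neutral-control signal and 100% = twice that signal; values of inactives mirror those of a sister screen read the other way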
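Assay system: LDL receptor-deficient CHO ldlA cells overexpressing murine SR-BI / Medium: BSA-supplemented, HEPES-buffered Ham's F12, pH 7.4 / Probe or stimulus: DiI-labelled HDL at 10 µg/mL final / Timing: compound with DiI-HDL co-incubation, 3 h at 37 °C / Technique: bottom-read cell fluorescence after medium removal, ex 550/em 595 nm / Measure: HDL uptake via cellular fluorescence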
Keap1 Nrf2 FP = inhibitors of human Keap1-Nrf2 protein-protein interaction; Q14145; Keap1 Kelch-Nrf2 peptide fluorescence polarization, 1536-well; inhibition, % at 9.4 µM; actives 0.15% (n = 340,000); in the data active = inhibition above about 12%;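 also: human Keap1 Kelch domain with fluorescein labeled Nrf2 9mer peptide probe; 0% = neutral control wells and 100% = peptide positive control; higher means more block of Keap1 binding to Nrf2 peptide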
C-LANA FP = inhibitors of KSHV LANA C-terminal domain DNA binding; AID 504423; inhibition, % at 9 µM; actives 0.078% (n = 340,000); MBP-C-LANA/FAM-LBS DNA binding, fluorescence polarization;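 active = highest replicate inhibition at or above 60% at 9 µM, even if other replicates fall short; inactive = all replicates below 60% inhibition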;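 also: 0% = neutral control wells and 100% = 4 µM acridine orange control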
PvdQ acylase = blocks Pseudomonas aeruginosa PvdQ acylase activity | AID 488965 | purified PvdQ acylase, fluorescence plate reader | actives 0.063% (n = 340,000) | inhibition, % at 10 µM; in the data active = inhibition above about 30%, passing the limit was not always enough;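 also: 0% = vehicle neutral wells and 100% = reference inhibitor wells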
The depositor's hits bear a star; x = not tested or not shown.

SMILES	NSD2 inh	SR-BI DiI inh	Arrestin-AP2 inh	RTF Ca sens inh	PKA-R2B activ	DAGLB inhibitor	SR-BI DiI-HDL act	Keap1 Nrf2 FP	C-LANA FP	PvdQ acylase
CCC(C)Nc1nc(SC(C(C)=O)C(C)=O)nc(N(C)C)n1 (centres undefined)	1	-8	-2	-4	5	-7	8	-2	2.9	-13
COc1ccc(S(=O)(=O)NCC2CCCN(Cc3ccc(OC)cc3F)C2)cc1 (centres undefined)	4	-6	23	4	9	1	6	-3	0.9	-3
O=C(NC(Cc1c[nH]c2ccccc12)C(=O)O)c1ccco1 (centres undefined)	x	-24	14	0	-2	-1	24	2	0.5	1
COc1ccc(C(=O)NC(C)c2ccc(-n3ccnc3)cc2)c(OC)c1OC (centres undefined)	0	-7	-5	0	-1	0	7	-2	-2.5	-13
CC(C)Oc1cccc(C(=O)NC(=S)Nc2ccccc2)c1	-1	-28	-3	-9	-9	-26	28	3	0.0	-3
CCN(CCC(=O)O)c1ccccc1	5	-11	-9	4	-7	-1	11	1	-1.5	-6
CCC(c1nnnn1Cc1ccc2c(c1)OCO2)N1CCN(c2ccc(F)cc2)CC1 (centres undefined)	-2	12	-4	-2	-4	-2	-12	-4	0.2	-14
O=C(N/N=C\c1cccc(F)c1)c1ccc(Cn2cc(Br)c([N+](=O)[O-])n2)o1	2	21	17	-3	-7	2	-21	-4	-0.1	-7
COc1ccc(CCC(=O)NNC(=S)NCc2ccc(F)cc2)cc1	0	-18	-13	-20	-3	-3	18	-4	0.6	-8
Cc1ccc([C@@H]2[C@@H]3C(=O)N(c4ccccc4)C(=O)[C@@H]3[C@]3(C)C(=O)N(CC4CC4)CC(=O)N23)o1	x	-7	28	-1	-10	-3	7	-3	1.0	1
O=C1Nc2ccccc2C1=Nc1ccc(Br)cc1	x	-5	6	-3	-7	3	5	4	2.5	-12
CCOC(=O)C1(C(=O)OCC)NC(=O)CC1CC (centres undefined)	1	-15	3	-1	-1	3	15	-4	1.1	-8
Cc1ccc(OCC(=O)N2CCCCCCC2)cc1C	-1	10	-2	0	-6	-2	-10	-2	0.6	-7
CCCSc1nnc(Cn2c(=O)sc3ccccc32)n1-c1ccccc1	x	-9	-3	-11	-6	0	9	-2	-1.6	-19
O=c1sc2ccccc2c(N2CCCCC2)c1[N+](=O)[O-]	-2	-10	17	1	-7	3	10	-9	1.4	-9
CC/C(=N\Nc1nncc2ccccc12)c1ccc(F)cc1	0	2	-5	14	-3	-3	-2	-7	-1.4	-1
CC1CCCC(NC(=O)COC(=O)c2cc(S(=O)(=O)N3CCOCC3)ccc2F)C1C (centres undefined)	-1	-10	4	-4	1	-4	10	-4	-0.6	1
COc1ccccc1-c1ccc(SCc2ccccc2F)nn1	-4	24	-29	-5	0	-8	-24	1	1.6	8
Cc1ccc[n+](CC(=O)Nc2ccc(C)c(C)c2)c1	-3	-27	-4	-9	0	1	27	-3	-3.7	-11
CC(C)C[C@@H]1NC(=O)[C@H](Cc2ccc(O)cc2)NC(=O)c2cc([N+](=O)[O-])cc(I)c2NCCC[C@@H](C(N)=O)NC1=O	x	26	3	5	-1	10	-26	1	0.2	-4
CC1CC2OC(=O)C3(C)CCCC(C)(C23)C1(O)CCc1ccoc1 (centres undefined)	x	x	3	5	4	0	x	-5	-1.3	-18
Cc1ccc(C(=O)CCCn2nnc(-c3cccnc3)n2)cc1C	-8	28	-19	1	-4	-5	-28	-1	-1.2	-15
CCNC(=S)NNC(=O)c1csc(C(C)C)c1	-1	11	-1	-7	3	3	-11	-2	-0.2	-12
Cc1oc(-c2ccc(Cl)cc2)nc1CN1CCCC(C(=O)NC2CC2)C1 (centres undefined)	3	-12	26	-10	5	4	12	-2	1.2	-10
CCOC(=O)N1CCN(C(=O)CN(c2cc(C(F)(F)F)ccc2Cl)S(C)(=O)=O)CC1	-1	30	13	6	10	1	-30	2	-1.4	10
Cc1cc(C)n(CC(O)Cn2c3ccccc3c3ccccc32)n1 (centres undefined)	1	x	-1	-4	-3	2	x	-2	1.5	-14
CCOC(=O)CSc1nc(N)c(C#N)cc1C#N	2	2	4	-5	1	-1	-2	2	1.3	-15
O=C(NCCSCc1ccccc1)c1ccc(Cl)c(S(=O)(=O)N2CCOCC2)c1	29	27	-13	-4	-11	-1	-27	-6	-0.6	-11
CN1C(=O)C(=O)/C(=C(/O)c2ccccc2)C1c1ccc(Br)cc1 (centres undefined)	-2	-3	2	-1	6	1	3	-2	0.9	-6
O=C(O)c1ccc(CN2C(=O)c3ccc(C(=O)O)cc3C2=O)cc1	-2	-9	21	-9	-3	-5	9	0	-5.2	-10
COc1ccc(-c2csc(NCCn3c(C)nc4cc(C(F)(F)F)ccc43)n2)cc1	x	26	12	-14	-4	1	-26	-6	-0.2	-14
Cc1c(C(=O)NNS(=O)(=O)c2ccccc2)sc(=S)n1C	0	-32	-10	-7	-4	-1	32	-1	-0.4	-5
COc1ccc(S(=O)(=O)N(C)CC(=O)N2CCOCC2)cc1	-1	-26	1	-11	0	-1	26	-4	-1.2	-11
CC(=O)Nc1nc(N)n(-c2ccccc2)n1	x	-17	16	5	-14	2	17	-1	1.8	-6
CCC(Sc1nc2cc(OC)c(OC)cc2c(=O)n1Cc1ccc(OC)cc1)C(=O)NCCOC (centres undefined)	3	-8	-2	4	2	0	8	-1	1.9	-7
CN(C)CCCOC(=O)c1ccc(Cl)cc1Cl	4	-13	20	5	13	1	13	-3	-0.8	-3
COc1ccccc1C(=O)NCCCn1cc(Br)c(C)n1	2	7	-4	-8	5	-6	-7	-4	0.4	4
Cc1ccc(C(C(=O)NC2CCCC2)N2CCc3ccccc32)cc1 (centres undefined)	x	-2	2	-6	-1	0	2	-4	0.2	-27
CCCCn1nnnc1SCC(=O)NNC(=O)c1ccco1	-1	-8	27	3	-1	-1	8	-3	0.0	3
COc1ccc(NC(=O)c2sc(SCc3ccccc3)nc2N)cc1	2	-5	-8	-7	-6	-3	5	1	-0.8	-11
CCCNS(=O)(=O)c1cc(Cl)ccc1OC	-2	9	-11	-21	-13	-2	-9	2	-1.0	-2
O=C(O)C(CC1CCCCC1)N1CCS(=O)(=O)CC1 (centres undefined)	-4	-7	16	-9	-4	-3	7	6	-1.6	1
N/C(=N\OC(=O)COc1ccc2ccccc2c1)c1ccncc1	1	-38	8	3	7	-6	38	2	0.3	1
CCOC(=O)C1=C(Nc2ccc(Br)cc2)CC(C)(O)C(C(=O)OCC)C1c1ccccc1 (centres undefined)	x	-18	9	-6	-4	1	18	-6	0.0	-5
CCN(CC)C(=O)c1ccc(NS(=O)(=O)c2ccc3[nH]c(=O)[nH]c3c2)cc1	5	-21	9	-13	-2	2	21	1	2.5	-6
C/C(=N\NC(=O)c1cc(-c2ccncc2)nc2ccccc12)c1ccc(N2CCOCC2)cc1	0	16	111*	-3	-1	-2	-16	0	1.3	1
COc1ccc(/C=C/C(=O)Nc2ccccc2C(F)(F)F)cc1OC	-1	20	-8	-6	-7	-2	-20	-1	0.3	-8
COC(=O)c1cc2ccccn2c2c(C(=O)OC)c(C(=O)OC)cc1-2	3	42	4	-4	2	16	-42	-1	1.7	-10
O=C1CCCc2c1oc1c2CCCC1	2	8	27	3	5	-1	-8	-4	2.0	5
CN1CCN(C(=O)NC2CCCCC2)CC1	-1	-30	9	-2	-6	-5	30	-4	-1.5	-5

Later entries
SMILES	NSD2 inh	SR-BI DiI inh	Arrestin-AP2 inh	RTF Ca sens inh	PKA-R2B activ	DAGLB inhibitor	SR-BI DiI-HDL act	Keap1 Nrf2 FP	C-LANA FP	PvdQ acylase
CN(Cc1cccc(F)c1)C(=O)Cc1ccc(S(=O)(=O)N2CCOCC2)s1	-5	-18	-7	-17	-2	-1	18	-5	0.1	-18
O=C(CN1CCCC1)NCC(=O)Nc1ccc(F)cc1	0	-14	-4	1	-5	-3	14	-5	-0.1	12
CCCC(C)C(=O)Nc1cc([N+](=O)[O-])ccc1Cl (centres undefined)	0	-3	0	-10	6	-1	3	-1	0.0	-13
Cc1ccc(C2=Nc3ccc(Br)cc3C(c3ccncc3)=NN2)cc1	7	8	2	-20	10	3	-8	4	0.1	-4
